Source: PubChem (several laboratories)
OX1R FRET antag: blocks the human orexin 1 receptor; OX1R-expressing cells, FRET antagonist read-out; inhibition, % at 6.6 µM; 330,000 compounds, 1.8% hits; AID 485270; in the data active means inhibition mostly above about 38%, no sharp cut-off; inactive means mostly below about 40%;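 further: 0% = agonist challenge alone and 100% = reference antagonist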
Target sequence (O43613 whole entry, looked up): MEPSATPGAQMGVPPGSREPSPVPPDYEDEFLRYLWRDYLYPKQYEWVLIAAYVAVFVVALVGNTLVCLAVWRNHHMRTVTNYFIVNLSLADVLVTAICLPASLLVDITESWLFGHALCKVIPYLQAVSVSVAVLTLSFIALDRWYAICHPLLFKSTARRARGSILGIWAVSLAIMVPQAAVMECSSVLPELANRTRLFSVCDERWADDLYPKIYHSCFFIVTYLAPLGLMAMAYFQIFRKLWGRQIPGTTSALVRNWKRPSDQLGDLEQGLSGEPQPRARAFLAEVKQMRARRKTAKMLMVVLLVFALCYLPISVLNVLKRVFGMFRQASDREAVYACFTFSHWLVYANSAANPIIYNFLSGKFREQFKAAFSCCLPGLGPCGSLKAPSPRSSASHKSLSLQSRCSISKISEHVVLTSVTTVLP
STK33 kinase inh: inhibitors of human STK33 kinase; Q9BYT3; purified STK33, MBP phosphorylation, ADP-Glo luminescence; inhibition, % at 10 µM; 320,000 compounds, 0.073% hits;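 active means inhibition at or above 25%, using the most active replicate where run in duplicate; inactive means inhibition below 25%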
Target sequence (Q9BYT3 whole entry, looked up): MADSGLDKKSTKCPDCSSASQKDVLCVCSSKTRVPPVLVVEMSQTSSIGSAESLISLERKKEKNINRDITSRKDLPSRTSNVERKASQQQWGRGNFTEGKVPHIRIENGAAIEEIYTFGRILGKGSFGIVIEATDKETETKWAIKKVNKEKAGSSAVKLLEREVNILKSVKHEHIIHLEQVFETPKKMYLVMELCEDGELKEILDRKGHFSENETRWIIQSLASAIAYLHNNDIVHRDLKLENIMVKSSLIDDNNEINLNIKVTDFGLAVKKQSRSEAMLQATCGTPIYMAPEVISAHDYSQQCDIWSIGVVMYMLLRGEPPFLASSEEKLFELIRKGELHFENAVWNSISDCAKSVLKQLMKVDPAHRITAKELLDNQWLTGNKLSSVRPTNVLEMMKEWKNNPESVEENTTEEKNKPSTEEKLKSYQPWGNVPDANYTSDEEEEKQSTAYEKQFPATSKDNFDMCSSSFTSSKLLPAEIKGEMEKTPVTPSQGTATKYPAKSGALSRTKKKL
KCNQ2 inh: KCNQ2 channel blockers in CHO-K1 cells – cell-based, FluxOR thallium flux, B-score, primary screen (AID 2156); O88943; 310,000 compounds, 1.1% hits; 20 min; hits give low values; B-score at 10 µM;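 active means fluorescence ratio B-score at most minus 3 library SDs, with starting brightness B-score within 2 library SDs, cut at about -5.5 in these data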
* hit, by the source's call; i = inactive; . = no result given.

SMILES | OX1R FRET antag | STK33 kinase inh | KCNQ2 inh
CSc1ccccc1OC1CCN(Cc2ccccc2)CC1 | 23 | -1.1 | i
O=c1c2ccc([N+](=O)[O-])cc2ncn1CCOc1cccc(Br)c1 | 17 | -0.2 | i
CC(C)(C)c1cc(C(=O)NNC(=O)Nc2cccc(Cl)c2)n(Cc2ccccc2)n1 | 5 | -0.3 | i
O=c1[nH]c2ccc(NS(=O)(=O)c3ccc4ccccc4c3)cc2[nH]1 | 19 | 0.2 | i
COC(=O)[C@H](Cc1ccccc1)NC(=O)N1CCC(C)CC1 | 6 | -1.1 | i
CCCCn1c(N)c(N(CCOC)C(=O)c2ccc(N(C)S(=O)(=O)c3ccc(C)cc3)cc2)c(=O)[nH]c1=O | 4 | 0.3 | i
O=C1/C(=C\c2ccco2)SC(=S)N1C1CCCCC1 | 2 | -2.8 | i
N=c1sccn1CC(=O)Nc1ccc(S(N)(=O)=O)cc1 | 6 | 0.8 | i
O=C(N/N=C/c1ccncc1)c1cc(-c2ccc(Br)s2)[nH]n1 | 38 | 2.0 | i
CCNC(=O)CSc1ncnc2sccc12 | 1 | 0.2 | i
COC(=O)c1c(C)oc2ccc(N(C(=O)c3ccncc3)S(=O)(=O)c3ccc(C)cc3C)cc12 | 23 | 0.3 | i
O=[N+]([O-])c1ccc(Oc2cccc3cccnc23)c(Cl)c1 | 13 | 0.3 | i
C=CCc1cc(C)ccc1OCCOCCC(C(=O)OCC)C(=O)OCC | 1 | 0.7 | i
CCC(O)C1CCN(C(=O)c2cc(COc3ccc4ncccc4c3)on2)CC1 (stereo not given) | 30 | 0.5 | i
Cc1noc(C)c1CN1C(=O)c2ccccc2C1=O | 13 | 0.9 | i
C=CCn1c(COc2ccc(F)cc2)nnc1SCC(=O)N1CC(=O)Nc2ccccc21 | 3 | -0.1 | i
Cc1ccc(OCC(O)CNCc2ccc(F)cc2)cc1 (stereo not given) | 3 | -1.7 | i
C=CCc1cc(C)ccc1OCCn1ccnc1 | 27 | -1.5 | i
O=C(CCN1C(=O)C2C3C=CC(C3)C2C1=O)NCc1cccnc1 (stereo not given) | 16 | 8.5 | i
COc1ccc(CN(CC2CCC(C(=O)O)CC2)C(=S)Nc2cc(Cl)ccc2OC)cc1 (stereo not given) | 17 | . | i
Cc1ccc2cc(CN(CC3CCCO3)C(=O)Nc3ccccc3F)c3nnnn3c2c1 (stereo not given) | 1 | -0.6 | i
CCn1cc(S(=O)(=O)c2ccc(OC)cc2)c(=O)c2cc(OC)ccc21 | 14 | 0.9 | i
O=C(O)c1ccccc1C(=O)N1CCN(C(=O)c2ccccc2Cl)CC1 | 1 | -3.4 | i
Cn1ncc(Cl)c1C(=O)NC(=S)Nc1sc2c(c1C#N)CCCCC2 | 12 | 1.3 | i
OC(CNCCc1ccccc1)COc1ccc(OCC(O)CNCCc2ccccc2)cc1 (stereo not given) | 6 | -0.8 | i
Cc1ccc(NC2CCCN(C(=O)c3ccoc3)C2)cc1C (stereo not given) | 14 | . | i
CC(CC(=O)Nc1cccc(F)c1)S(=O)(=O)c1ccc2c(c1)NC(=O)CO2 (stereo not given) | 8 | -1.4 | i
NC(=O)c1nn(CC(=O)Nc2cccc(S(=O)(=O)N3CCCCCC3)c2)c(=O)c2ccccc12 | -2 | 1.3 | .
COc1cccc(NC(=O)C(Sc2nnnn2C)c2ccccc2)c1 (stereo not given) | 24 | -4.5 | i
CCCCOC(=O)n1c(SCC(=O)N(C)C)nc2ccccc21 | 1 | 0.1 | i
CSc1sc(C(=O)NCC2CC2)c2c1S(=O)(=O)N(C)c1ccccc1-2 | 16 | 0.7 | i
O=C(NC1CCCN(Cc2ccc(Cl)cc2)C1)c1ccccc1C(F)(F)F (stereo not given) | 14 | 0.9 | i
Cc1cccc2sc(N(CCCN(C)C)C(=O)c3nc4ccccc4s3)nc12 | 29 | -3.3 | i
O=C(Nc1ccccc1C(=O)O)c1ccc(CN2C(=O)c3ccccc3C2=O)cc1 | 6 | -0.7 | i
CC(=O)N1CCC(N(C(=O)Nc2ccc(C)c(C)c2)C2CCCC2)CC1 | 21 | 0.6 | i
CC1CCCC(NC(=O)COC(=O)Cc2c[nH]c3ccccc23)C1C (stereo not given) | 26 | -1.4 | i
CC(=O)c1cc(C#N)c(NCCCN(C)C)nc1C | 21 | 0.0 | i
COC(=O)C1CCN(C(=O)/C=C/c2ccccc2)CC1 | 16 | 1.8 | i
N#Cc1ccc(C(=O)Nc2ccn(-c3ccccc3)n2)cc1 | 5 | 0.3 | i
Cc1ccccc1/C=N/Nc1ccnc2cc(Cl)ccc12 | 15 | -0.1 | i

Single records, from the list above:
`O=C(N/N=C/c1ccncc1)c1cc(-c2ccc(Br)s2)[nH]n1` in the list: OX1R FRET antag: 38; STK33 kinase inh: 2.0; KCNQ2 inh: i
`Cc1ccc2cc(CN(CC3CCCO3)C(=O)Nc3ccccc3F)c3nnnn3c2c1` (stereo not given) in the list: OX1R FRET antag: 1; STK33 kinase inh: -0.6; KCNQ2 inh: i
`COc1ccc(CN(CC2CCC(C(=O)O)CC2)C(=S)Nc2cc(Cl)ccc2OC)cc1` (stereo not given) in the list: OX1R FRET antag: 17; STK33 kinase inh: .; KCNQ2 inh: i

(list continues)
SMILES | OX1R FRET antag | STK33 kinase inh | KCNQ2 inh
O=C(CSc1nc(-c2ccc(Cl)cc2)[nH]c(=O)n1)Nc1cccc(Cl)c1 | 17 | -1.3 | i
COc1ccc(NC(=O)C2CC(=O)N(c3ccccc3C)C2)c(OC)c1 (stereo not given) | 11 | 1.9 | i
CC(=O)Nc1c2c(nn1-c1ccccc1C)CSC2 | 9 | 0.1 | i
COc1ccc(NC(=O)CSc2nnc(CNc3ccc(C)cc3)n2C)cc1 | 7 | -2.3 | i
Cc1ccc(NC(=O)CSc2nc3nn(-c4ccccc4)c(=O)c-3c3n2CCCCC3)cc1F | 12 | -0.3 | .
CC(C)OCCCNC(=O)c1sc(=S)n(C)c1N | 22 | -0.9 | i
COc1ccc(C(=O)N=C2SC3CS(=O)(=O)CC3N2c2ccc(C(C)=O)cc2)cc1 (stereo not given) | 13 | 0.2 | i
O=C(OC1CCOC1=O)c1cc(Cl)ccc1[N+](=O)[O-] (stereo not given) | 13 | 0.4 | i
CC[C@@H](C)[C@H](NC(=O)Cc1c(C)c2cc3c(C)c(C)oc3c(C)c2oc1=O)C(=O)O | 2 | -2.0 | i
COc1cccc(OC)c1C(=O)NC(=S)NCc1ccco1 | 37 | 0.8 | i

Brought forward from above: 2 compounds, then new ones.
SMILES | OX1R FRET antag | STK33 kinase inh | KCNQ2 inh
CC[C@@H](C)[C@H](NC(=O)Cc1c(C)c2cc3c(C)c(C)oc3c(C)c2oc1=O)C(=O)O | 2 | -2.0 | i
COc1cccc(OC)c1C(=O)NC(=S)NCc1ccco1 | 37 | 0.8 | i
Cc1nc2ccccn2c1-c1csc(Nc2cccc(C(=O)O)c2)n1 | 7 | 1.8 | i
Cc1ccc(-c2nnc(N3CCN(S(C)(=O)=O)CC3)c3ccccc23)cc1 | 31 | -3.2 | i
Cc1csc2nc(O)c(C(=O)NCC3CCCO3)c(=O)n12 (stereo not given) | 3 | -1.3 | i
CCN(CC(=O)Nc1c(F)cccc1F)C(=O)CNC(=O)c1ccc2c(c1)OCO2 | 23 | 0.1 | i
CC(C)(C)Nc1nc(Cl)nc(NC(C)(C)C)n1 | 9 | 0.4 | i
CC(OC(=O)c1ccc2c(c1)C(=O)N(Cc1ccncc1)C2=O)C(=O)Nc1cccc(Cl)c1Cl (stereo not given) | 14 | . | i
CC1(C)CC2(CC(c3ccc(F)cc3)c3ccc(O)cc3O2)NC(=S)N1 (stereo not given) | 8 | -0.3 | i
COc1ccc(S(C)(=O)=O)cc1S(C)(=O)=O | 2 | -2.1 | i
COc1ccccc1N=C1SCC(=O)N1Cc1ccco1 | 2 | 1.0 | i
O=C(Nc1cnc2ccccc2c1)c1ccco1 | 25 | 3.6 | i
COCCN(C(=O)CSc1nnc(-c2ccco2)n1C)c1c(N)n(CC(C)C)c(=O)[nH]c1=O | 2 | 9.1 | .
O=C1CCN(Cc2ccccc2)CCN1[C@H](COc1ccccc1)c1ccccc1 | 18 | 5.4 | i
OC(CN1CCN(c2ccccc2)CC1)c1ccc2c(c1)CCN2 (stereo not given) | 4 | 1.0 | i
CCOc1cc(Cl)c(S(=O)(=O)NCCCn2ccnc2)cc1Cl | 3 | 0.9 | i
O=C(Nc1nnc(CSCc2ccc(Cl)cc2)s1)c1cccc([N+](=O)[O-])c1 | 14 | -0.6 | i
CCCCOC(=O)C(NC(=O)c1ccccc1)=C(C)C | 26 | -0.6 | i
CCC1(c2ccc(F)cc2)NC(=O)N(CC(=O)NCC(=O)Nc2cccc(C)c2C)C1=O (stereo not given) | 1 | -2.0 | i
CCN1CCc2c(sc3c2c(NCc2ccco2)nc2nnnn23)C1 | 22 | 1.9 | i
COc1ccc(NC(C)=O)cc1S(=O)(=O)NC1CCSc2ccccc21 (stereo not given) | 11 | 0.8 | i
Cc1ccc(C(=O)NCCCN2CCOCC2)cc1N1CCCC1=O | 6 | -1.0 | i

Filtered by structure, those above containing a tert-butyl group (two)
SMILES | OX1R FRET antag | STK33 kinase inh | KCNQ2 inh
CC(C)(C)c1cc(C(=O)NNC(=O)Nc2cccc(Cl)c2)n(Cc2ccccc2)n1 | 5 | -0.3 | i
CC(C)(C)Nc1nc(Cl)nc(NC(C)(C)C)n1 | 9 | 0.4 | i

Next part
SMILES | OX1R FRET antag | STK33 kinase inh | KCNQ2 inh
O=C(Nc1ccncc1NC(=O)c1cccc([N+](=O)[O-])c1)c1cccc([N+](=O)[O-])c1 | 1 | 0.4 | i
Cc1ccc(/C=N\NC(=O)CCc2n[nH]c(=O)[nH]c2=O)o1 | 7 | 0.2 | i
Cc1ccc(NC(=O)Cn2ncc(Cl)c(Cl)c2=O)cc1S(=O)(=O)N1CCCCC1 | 7 | -0.8 | .
CCC(CC)NC(=O)COC(=O)c1cc(SC)ccc1Cl | 16 | -1.3 | i
Cc1cc(=O)oc2c(C)c(OCC(=O)N(C)C)ccc12 | 2 | -0.8 | i
CCCCOc1ccc(S(=O)(=O)NC(=O)NCc2ccc(OCCC)cc2)cc1 | -2 | 0.0 | i
CCOC(=O)C(NC(=O)c1cccc(Cl)c1)(Nc1nnc(C)s1)C(F)(F)F (stereo not given) | 5 | -2.2 | i
Cc1ccc(-n2c(C)cc(/C=c3/sc4nc5ccccc5n4c3=O)c2C)cc1 | 7 | -2.5 | i
O=C(COc1cccnc1[N+](=O)[O-])NCCc1ccccc1 | 21 | -0.6 | i
COc1ccc2c(CC(=O)OCC(=O)NC(=O)c3cccn3C)coc2c1 | 3 | -1.8 | i
CCOc1cc(/C=N/N=C2/NC(=O)C(CC(=O)O)S2)ccc1OCc1ccc(Cl)cc1Cl (stereo not given) | 3 | -0.2 | i
Fc1ccccc1NC(=S)N1CCCCC1 | 7 | -0.7 | i
CC(OC(=O)Cc1ccc(Br)cc1)C(=O)NC1CCCC1 (stereo not given) | 11 | -1.8 | .
CC(=O)NC1(c2ccc(F)cc2)CCN(C(=O)c2c(F)cccc2F)CC1 | 1 | 1.5 | i
CC(=O)/C(C#N)=C1\NC(=O)C(Cc2ccc(F)cc2)S1 (stereo not given) | 24 | 9.4 | i
COc1ccc(-c2cc(C(=O)NCC3CCCO3)c3ccccc3n2)cc1 (stereo not given) | 26 | -0.8 | i
CCc1sc(C(=O)Nc2cccc(-n3cnnn3)c2)cc1C | 9 | 0.7 | .
COc1ccc(NC(=O)CS(=O)(=O)c2ccc(Br)cc2)cc1 | 8 | -0.8 | i
Cc1cc(C)c(S(=O)(=O)NC(C)C)c(C)c1-n1cnnn1 | 20 | -1.6 | i
COc1cccc(CNc2nc3nc4c(c(=O)n3[nH]2)CCC4)c1 | 26 | -0.8 | i

Quoted at random: seven compounds from above.
SMILES | OX1R FRET antag | STK33 kinase inh | KCNQ2 inh
COc1ccc(-c2cc(C(=O)NCC3CCCO3)c3ccccc3n2)cc1 (stereo not given) | 26 | -0.8 | i
CCc1sc(C(=O)Nc2cccc(-n3cnnn3)c2)cc1C | 9 | 0.7 | .
CC(=O)NC1(c2ccc(F)cc2)CCN(C(=O)c2c(F)cccc2F)CC1 | 1 | 1.5 | i
Cc1cc(C)c(S(=O)(=O)NC(C)C)c(C)c1-n1cnnn1 | 20 | -1.6 | i
Fc1ccccc1NC(=S)N1CCCCC1 | 7 | -0.7 | i
CC(OC(=O)Cc1ccc(Br)cc1)C(=O)NC1CCCC1 (stereo not given) | 11 | -1.8 | .
COc1ccc(NC(=O)CS(=O)(=O)c2ccc(Br)cc2)cc1 | 8 | -0.8 | i

Next results follow.
SMILES | OX1R FRET antag | STK33 kinase inh | KCNQ2 inh
O=S(=O)(c1ccc(F)cc1)N1CCC(O)(c2ccc3c(c2)OCO3)CC1 | 13 | -0.4 | i
COCc1cc(=O)[nH]c2cc(NC(=O)C(C)(C)CCl)c(C)cc12 | 14 | -1.4 | i
O=C(NC1CCCC1)C(c1ccc(Cl)cc1)N1CCN(C2CCCCC2)CC1 (stereo not given) | 8 | -1.7 | i
CC(C)(C)C(=O)CN1C(=O)NC(c2ccccc2)(c2ccccc2)C1=O | 31 | -0.8 | i
COc1ccc(/C=N/NS(=O)(=O)c2ccc(C)cc2)cc1OC(=O)c1ccccc1 | 14 | -1.3 | i
CCC(C)NC(=O)CC(NS(=O)(=O)c1ccc(NC(C)=O)cc1)C(C)C (stereo not given) | 18 | 5.6 | i
CCOc1ccc(OCCNC(=O)c2ccc3c(c2)nnn3CC)cc1 | 1 | -0.4 | .
CCn1c(SCC(=O)c2cc(OC)ccc2OC)nnc1-c1ccncc1 | 28 | 0.3 | i
COc1cccc2sc(N(CCN(C)C)C(=O)c3ccc(S(=O)(=O)N4CCCC4)cc3)nc12 | 10 | -1.7 | i
O=C(Nc1cccc(C(F)(F)F)c1)NC1CCCCC1 | 9 | 5.4 | i
Cc1cc(C)cc(OCC(=O)OCC(=O)N(C)CC(=O)Nc2ccc(F)cc2)c1 | 23 | -1.1 | i
COc1ccc2[nH]c3c(NCCN(C(C)C)C(C)C)ncnc3c2c1 | 17 | 2.2 | .
